RGS7-Gao reg: modulates binding of RGS7 to human Galphao. binding response (% of control), % at 10 µM. 220,000 tested, 0.35% active. Multiplexed bead flow cytometry; actives lie on both sides; in the data active = binding response below about 49% or above about 150%; inconclusive = no clear call, values can overlap the other calls; inactive = in between;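 note: fluorescent Galphao held in activated GDP-AlF4 state binding bead-coupled RGS7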
Mcl-1 Bim block: human Bim-Mcl-1 interaction inhibition | Q07820 | inhibition, % at 10 µM | Bead-based flow cytometry, Bim peptide-Mcl-1 binding | AID 1009 | 190,000 tested, 0.1% active;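 note: 0% = no compound tracer wells and 100% = peptide blocker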
Target sequence (Q07820 whole entry, looked up): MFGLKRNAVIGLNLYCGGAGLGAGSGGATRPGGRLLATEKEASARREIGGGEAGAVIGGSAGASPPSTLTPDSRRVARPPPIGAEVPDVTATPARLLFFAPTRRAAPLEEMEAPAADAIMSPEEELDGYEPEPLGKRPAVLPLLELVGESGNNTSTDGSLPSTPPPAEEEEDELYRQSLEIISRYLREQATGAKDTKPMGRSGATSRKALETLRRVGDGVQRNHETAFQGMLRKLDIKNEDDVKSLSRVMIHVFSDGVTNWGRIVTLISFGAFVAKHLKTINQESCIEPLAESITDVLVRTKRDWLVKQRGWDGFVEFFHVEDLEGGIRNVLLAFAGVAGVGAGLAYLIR
Bcl-XL Bim block: inhibitors of Bim-Bcl-XL interaction, human; Q07817; Bim peptide-Bcl-XL binding, bead flow cytometry, fluorescence; inhibition, % at 10 µM; 190,000 tested, 0.04% active; AID 1007
Target sequence (Q07817 whole entry, looked up): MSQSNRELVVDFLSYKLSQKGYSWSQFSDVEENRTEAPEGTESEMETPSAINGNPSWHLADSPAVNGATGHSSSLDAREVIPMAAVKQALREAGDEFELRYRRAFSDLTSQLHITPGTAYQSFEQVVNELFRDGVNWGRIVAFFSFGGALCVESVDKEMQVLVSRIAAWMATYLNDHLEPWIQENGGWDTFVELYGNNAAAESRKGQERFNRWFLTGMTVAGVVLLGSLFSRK
Bcl-2 Bim block: disrupts Bim peptide binding to human Bcl-2; P10415; Bead-based flow cytometry, Bim peptide-Bcl-2 binding; inhibition, % at 10 µM; 190,000 tested, 0.06% active; AID 950; in the data active = inhibition above about 40%; inconclusive = no clear call, values can overlap the other calls;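 note: 0% = no compound wells with probe peptide and 100% = reference peptide inhibitor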
Target sequence (P10415 whole entry, looked up): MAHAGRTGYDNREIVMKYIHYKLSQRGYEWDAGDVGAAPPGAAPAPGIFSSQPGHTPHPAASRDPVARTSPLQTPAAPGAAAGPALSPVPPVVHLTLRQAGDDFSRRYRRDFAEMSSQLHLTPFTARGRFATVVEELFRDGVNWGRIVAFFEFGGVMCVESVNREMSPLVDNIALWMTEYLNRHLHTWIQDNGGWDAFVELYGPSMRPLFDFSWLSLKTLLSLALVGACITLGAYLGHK
Mcl1 Bid PPI: disrupts binding of human Mcl-1 to Bid peptide; Q07820; TR-FRET Mcl-1/Bid-Dy647 peptide binding, 1536-well; inhibition, % at 21.7 µM; 220,000 tested, 0.97% active; AID 1021;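 active = compounds that cut the binding signal by more than half at the single screening dose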;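 note: His-tagged Mcl-1 with europium anti-His antibody binding Bid BH3 peptide; 0% = Mcl-1 plus peptide wells and 100% = peptide-only wells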
RGS4-Gao reg: human RGS4-Galphao interaction regulation. 220,000 tested, 0.33% active. binding response (% of control), % at 10 µM. Multiplexed bead flow cytometry, RGS4-Galphao binding; actives lie on both sides. P09471; in the data active = binding response below about 49% or above about 150%; inactive = in between;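 note: fluorescent Galphao activated with aluminum fluoride binding bead-coupled RGS4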
Bfl-1 Bim block: human Bim-Bfl-1 interaction inhibition | Bead-based flow cytometry, Bim-Bfl-1 binding inhibition | inhibition, % at 10 µM | 190,000 tested, 0.12% active | AID 1008;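 note: 0% = wells without compound plus tracer and 100% = blocker peptide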
Mcl1-Noxa inh: disrupts binding of human Mcl-1 to Noxa peptide | 220,000 tested, 1.5% active | Q07820 | TR-FRET Mcl-1/Noxa peptide binding, 2 h | inhibition, % at 21.7 µM;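 active = compounds that cut the protein-peptide binding signal by more than 50% relative to plate controls in a single-dose test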;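 note: His-tagged Mcl-1 with rhodamine Noxa BH3 peptide and terbium anti-His antibody; 0% = Mcl-1 plus Noxa peptide wells and 100% = peptide-only wells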
RGS8-Gao: human RGS8-Galphao interaction regulation. 220,000 tested, 0.34% active. P09471. response (percent of control binding), % at 10 µM. multiplexed bead flow cytometry, RGS8-Galphao binding; actives lie on both sides; in the data active = response below about 60% or above about 140%; inactive = in between;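 note: Galphao activated as the GDP aluminium fluoride complex binding bead-coupled RGS8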
Bcl-B Bim block: disrupts Bim peptide binding to human Bcl-B. Q9HD36. bead-based flow cytometry. inhibition, % at 10 µM. 190,000 tested, 0.073% active. AID 951;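 note: 0% = tracer peptide without compound and 100% = reference inhibitor peptide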
Bim-Bcl-W: inhibitors of Bim-Bcl-W interaction, human. AID 952. bead-based flow cytometry, Bim peptide-Bcl-W binding. inhibition, % at 10 µM. 190,000 tested, 0.02% active;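 note: 0% = bound tracer without compound and 100% = peptide blocker; higher means less fluorescent Bim peptide bound to Bcl-W beads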
Target sequence (Q92843 whole entry, looked up): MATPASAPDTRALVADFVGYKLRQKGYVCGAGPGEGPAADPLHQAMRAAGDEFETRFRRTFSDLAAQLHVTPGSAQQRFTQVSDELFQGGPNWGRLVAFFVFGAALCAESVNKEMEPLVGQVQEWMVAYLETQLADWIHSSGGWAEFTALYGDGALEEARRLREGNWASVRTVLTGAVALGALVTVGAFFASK
Numbers without * were called inactive; ? = inconclusive; . = not tested or not shown. Cut-off read from the data, not from the text of the source, unless noted: active = inhibition above about 40%.

SMILES | RGS7-Gao reg | Mcl-1 Bim block | Bcl-XL Bim block | Bcl-2 Bim block | Mcl1 Bid PPI | RGS4-Gao reg | Bfl-1 Bim block | Mcl1-Noxa inh | RGS8-Gao | Bcl-B Bim block | Bim-Bcl-W
C=C(C)CNC(=O)c1ccc(OC2CCN(S(=O)(=O)N(C)C)CC2)cc1 | 101 | 4 | 0 | 2 | -14 | 99 | -4 | -5 | 103 | -1 | 2
CC(C)n1c(N2CCN(C(=O)NCc3ccccc3)CC2)nc2ccccc21 | 103 | 1 | 3 | -2 | -6 | 106 | 0 | 14 | 106 | 0 | 0
COc1ccc(S(=O)(=O)NCC2CCCN(C(=O)c3cccnc3C)C2)cc1 (configuration not stated) | 87 | 0 | -3 | 0 | -26 | 96 | -3 | -6 | 78 | -4 | 1
CCOC(=O)N1CCN(C(=O)CN(c2ccc(OC)cc2)S(C)(=O)=O)CC1 | 100 | 0 | -4 | 0 | 2 | 103 | -3 | -2 | 101 | -2 | 0
COc1cccc(OC)c1C(=O)Nc1nnc(C(C)C)s1 | 97 | -1 | -5 | -11 | 0 | 96 | -6 | 7 | 90 | -6 | -1
O=C(CC1Sc2ncnn2C1=O)Nc1ccccc1 (configuration not stated) | 103 | -2 | -7 | -11 | -50 | 104 | -18 | 37 | 105 | -10 | -3
Cc1nc(CNC(=O)c2cc(COc3ccc(F)cc3Cl)on2)cs1 | 103 | 1 | -1 | -3 | -23 | 99 | -5 | 10 | 103 | 3 | 0
CCc1ccc2c(CN(CC)Cc3nc4ccccc4c(=O)[nH]3)cc(=O)oc2c1 | 107 | -1 | -3 | -6 | 90* | 104 | -10 | -1 | 98 | -8 | 0
CSc1ccc(C2c3[nH]c4ccccc4c3CCN2C(=O)c2cc(C)n(C)n2)cc1 (configuration not stated) | 103 | 3 | 0 | 1 | -27 | 98 | -8 | 8 | 100 | -4 | 3
C=CCC1c2cccc(C(=O)OC)c2C(=O)N1c1ccccc1 (configuration not stated) | 95 | -2 | -3 | -2 | 0 | 89 | 0 | 5 | 100 | -1 | 4
COc1cccc(-c2cc(C(=O)NCc3cccs3)no2)c1 | ? | . | . | . | -42 | 100 | . | -22 | 100 | . | .
Cc1ccccc1C(=O)Oc1ccc(Sc2ccc(O)cc2)cc1 | 83 | 0 | -10 | -9 | 5 | 79 | -9 | 16 | 89 | -9 | 1
CC(=O)c1c(C)[nH]c(C(=O)COC(=O)c2cccc(S(=O)(=O)N(C)c3ccccc3)c2)c1C | 100 | -6 | -4 | -6 | -40 | 101 | -4 | -3 | 103 | -5 | 0
CCOC(=O)C1=C(N)OC2=C(C(=O)CC(C)(C)C2)C1c1ccc(CC)s1 (configuration not stated) | 100 | -2 | -3 | 0 | -31 | 104 | -4 | -6 | 101 | -3 | -1
O=[N+]([O-])c1ccc(-c2nc(-c3cccs3)c(-c3cccs3)[nH]2)cc1 | 99 | -2 | 1 | -12 | -34 | 101 | -9 | -9 | 100 | -7 | 3
COc1cccc(CNC(=O)CCC2CCCN(Cc3cc(Cl)ccc3O)C2)c1 (configuration not stated) | 98 | 1 | 1 | 1 | -38 | 101 | -6 | 15 | 103 | 0 | 4
CC(CCc1ccccc1)NC(=O)c1ccncc1 (configuration not stated) | 102 | -3 | -6 | -13 | -25 | 102 | -14 | -5 | 102 | -8 | -1
CCOC(=O)Cc1cc(=O)[nH]c(/N=C(\N)Nc2ccc(C)c(C)c2)n1 | 97 | -7 | -5 | -5 | -1 | 100 | -5 | -5 | 100 | -6 | -3
O=C1c2sc3nc4n(c(=O)c3c2CCC1Br)CCCCC4 (configuration not stated) | 110 | -1 | 6 | 5 | -20 | 94 | 30 | . | 84 | -20 | 14
COc1ccc(Cl)cc1-n1c(C)ccc1C | 93 | -1 | 0 | 4 | -61 | 89 | 6 | -1 | 99 | -1 | 1
CC(C)Oc1cccc(-c2cc(C(=O)N3CCN(S(C)(=O)=O)CC3)c3ccccc3n2)c1 | 88 | 0 | -5 | -8 | -11 | 94 | -12 | 0 | 79 | -8 | 0
Oc1ccccc1Nc1nc(NCc2ccccc2)c2ccccc2n1 | 98 | -4 | -4 | -6 | -20 | 99 | -7 | 59* | 99 | -4 | -7
COc1ccccc1/C=C/C(=O)OC(C)CN1CCOCC1 (configuration not stated) | 99 | 1 | -3 | 3 | 10 | 102 | 2 | 16 | 101 | -1 | 2
COC(=O)Cc1cc(=O)n2[nH]c(C)cc2n1 | 99 | -5 | -5 | -12 | -26 | 99 | -11 | 2 | 104 | -7 | 0
O=C(Cn1nc(-c2ccc(Cl)cc2)ccc1=O)NCCN1CCOCC1 | 94 | -1 | -3 | -10 | -16 | 98 | -13 | 6 | 98 | -8 | 0
Cc1cc(C)n(C2CC(=O)N(c3cccc(Cl)c3)C2=O)n1 (configuration not stated) | 94 | -1 | -3 | -1 | -25 | 101 | -6 | 7 | 99 | 0 | -3
O=[N+]([O-])c1ccccc1CSc1ccccn1 | ? | . | . | . | -10 | 100 | . | 5 | 100 | . | .
CCN(CC)CCN1C(=O)C(=O)/C(=C(/O)c2ccc(C)cc2)C1c1cccnc1 (configuration not stated) | ? | . | . | . | -55 | 104 | . | -5 | 99 | . | .
Cc1nn(-c2ccccc2)nc1CNC(=O)c1ncoc1-c1ccccc1 | ? | . | . | . | 0 | 89 | . | 8 | 97 | . | .
O=C(/C=C/Nc1ccc(F)c(F)c1)c1ccc(Br)cc1 | 101 | -2 | 0 | 4 | -8 | 99 | 8 | -11 | 101 | -3 | 2
Fc1cccc(Cl)c1CSc1ccc(-c2cccnc2)nn1 | 93 | -3 | -2 | -2 | 10 | 96 | 0 | 17 | 89 | -4 | -4
CSc1ccccc1C(=O)Nc1ccc2c(c1)OCCO2 | 103 | -4 | 0 | -1 | -6 | 106 | -3 | 4 | 99 | 0 | -3
COc1cc2c(cc1OC)C1(CCCC1)CNC2C (configuration not stated) | 88 | 0 | -2 | 0 | -2 | 89 | -1 | -10 | 75 | -3 | -3
COc1cc2c(cc1OC)CN(C(=O)c1ccc(S(=O)(=O)N3CCCCCC3)cc1)CC2 | 90 | -6 | -2 | -9 | -18 | 89 | -5 | 0 | 90 | 2 | -3
CCn1c(SCC(=O)O)nc2ccccc21 | 103 | 1 | 1 | 0 | -6 | 105 | -3 | 14 | 106 | 0 | 0
CCNS(=O)(=O)c1ccc(NC(=O)Cc2ccc(F)cc2)cc1 | 98 | -2 | -13 | -13 | 16 | 101 | -10 | -6 | 101 | -9 | -2
CCOC(=O)N1CCN(c2c(N3CCN(c4ccc(OC)cc4)CC3)c(=O)c2=O)CC1 | 104 | 0 | -6 | -7 | -47 | 108 | -10 | 0 | 104 | -6 | 1
COc1ccc(Cn2c(O)c(C=Nc3ccccc3C(=O)O)c3ccccc3c2=O)cc1 | ? | . | . | . | -3 | 103 | . | 18 | 106 | . | .
Cc1ccc2nsnc2c1NC(=O)c1sc2ccccc2c1Cl | 104 | 0 | -1 | 1 | 10 | 102 | 0 | 9 | 102 | -3 | -3
CCc1ccc(C(=O)COC(=O)c2cccs2)cc1 | 120 | -3 | -2 | -3 | 5 | 118 | -2 | -3 | 120 | -3 | -5
CC(C)Oc1ccccc1/C=N/NC(=O)c1ccccc1Cl | ? | . | . | . | -33 | 97 | . | 0 | 97 | . | .
O=C(O)/C=C/c1ccc2c(c1)OCCO2 | ? | . | . | . | 6 | 108 | . | 10 | 104 | . | .
CCOC(=O)C1(CCc2ccccc2)CCN(C(=O)C2CCOCC2)CC1 | 102 | -34 | -3 | -7 | -29 | 101 | -3 | 3 | 100 | -5 | -4
CC(=O)NC(CC(=O)O)c1ccc([N+](=O)[O-])cc1 (configuration not stated) | ? | . | . | . | 4 | 98 | . | 12 | 102 | . | .
CC(CN1CCOCC1)C(=O)O (configuration not stated) | 102 | -4 | -11 | -11 | 7 | 103 | -18 | 31 | 95 | -6 | -8
CCCn1c(SCC(=O)N2c3ccccc3CCc3ccccc32)nc2c1c(=O)n(C)c(=O)n2C | 94 | 0 | 0 | 1 | -9 | 97 | 0 | 6 | 99 | 1 | 0
CC(=O)N1N=C(c2c(-c3ccccc3)c3cc(Br)ccc3[nH]c2=O)CC1c1ccco1 (configuration not stated) | ? | . | . | . | -5 | 96 | . | 10 | 98 | . | .
C=CCc1cc(C)ccc1OCCCC(C(=O)OCC)C(=O)OCC | 102 | 0 | -2 | -4 | -35 | 102 | 0 | 15 | 98 | -1 | -3

An excerpt of these results, with two lines to a compound:
Fields: RGS7-Gao reg | Mcl-1 Bim block | Bcl-XL Bim block | Bcl-2 Bim block | Mcl1 Bid PPI | RGS4-Gao reg | Bfl-1 Bim block | Mcl1-Noxa inh | RGS8-Gao | Bcl-B Bim block | Bim-Bcl-W
CCc1ccc(C(=O)COC(=O)c2cccs2)cc1
    120 | -3 | -2 | -3 | 5 | 118 | -2 | -3 | 120 | -3 | -5
CCOC(=O)C1(CCc2ccccc2)CCN(C(=O)C2CCOCC2)CC1
    102 | -34 | -3 | -7 | -29 | 101 | -3 | 3 | 100 | -5 | -4
CC(=O)N1N=C(c2c(-c3ccccc3)c3cc(Br)ccc3[nH]c2=O)CC1c1ccco1 (configuration not stated)
    ? | . | . | . | -5 | 96 | . | 10 | 98 | . | .

Later entries
SMILES | RGS7-Gao reg | Mcl-1 Bim block | Bcl-XL Bim block | Bcl-2 Bim block | Mcl1 Bid PPI | RGS4-Gao reg | Bfl-1 Bim block | Mcl1-Noxa inh | RGS8-Gao | Bcl-B Bim block | Bim-Bcl-W
c1cc(CNC2C3CC4CC(C3)CC2C4)ccn1 (configuration not stated) | 99 | -1 | 3 | -4 | -7 | 101 | -3 | -4 | 99 | -4 | 4
CCCC(C)C(=O)Nc1ccc(Cl)cc1Cl (configuration not stated) | 96 | 2 | -2 | 0 | -24 | 108 | -3 | -17 | 101 | 1 | 0
COc1ccccc1Nc1nc(N)nc(CN2CCN(c3ccccc3)CC2)n1 | 101 | 0 | -2 | 0 | -59 | 101 | 0 | 8 | 104 | -1 | 0
Cc1noc(NS(=O)(=O)c2ccc(N3C(=O)c4ccccc4C3=O)cc2)c1C | 109 | -4 | -1 | 0 | -22 | 106 | 0 | 19 | 103 | -2 | 0
COc1ccc(NC(=O)CSc2nc3ccc(OC)cc3[nH]2)cc1 | ? | . | . | . | -59 | 106 | . | 8 | 105 | . | .
Cc1cccc(-n2c(C)cc(/C=C3/C(=N)N4C(c5ccccc5)=CSC4=NC3=O)c2C)c1 | 97 | 21 | 28 | 13 | -12 | 101 | 29 | 13 | 88 | 14 | 24
O=C(CCc1ccccc1)Nc1nn[nH]n1 | 98 | 0 | 0 | 0 | 5 | 100 | -1 | 7 | 95 | 0 | 0
CCOC(=O)Cc1csc(/N=C/c2c(O)n(-c3ccc(C)c(C)c3)c(=O)c3ccccc23)n1 | 104 | 0 | -5 | -8 | -20 | 108 | -12 | -4 | 104 | -16 | -6
C=CCN=C(NC#N)SC | ? | . | . | . | 10 | 107 | . | 6 | 104 | . | .
CCOC(=O)N1CCC(NC(=O)CN2C(=O)C(CC)Oc3ccc(C)cc32)CC1 (configuration not stated) | 105 | -1 | -2 | -6 | 13 | 105 | -14 | 3 | 102 | -6 | -2
COc1ccccc1NC(=O)Nc1ccccc1SC | 100 | -1 | -1 | -3 | -2 | 102 | -5 | 15 | 104 | -10 | -2

Assay outcomes as filed in PubChem.
